# Compound activity as filed in PubChem.
# TcdB inh – TcdB glycohydrolase inhibition; P18177; TcdB glycohydrolase enzymatic assay, plate reader; actives 0.24% (n = 350,000); inhibition, % at 9.99 µM; in the data active means inhibition above about 10%
# Target sequence (P18177 whole entry, looked up): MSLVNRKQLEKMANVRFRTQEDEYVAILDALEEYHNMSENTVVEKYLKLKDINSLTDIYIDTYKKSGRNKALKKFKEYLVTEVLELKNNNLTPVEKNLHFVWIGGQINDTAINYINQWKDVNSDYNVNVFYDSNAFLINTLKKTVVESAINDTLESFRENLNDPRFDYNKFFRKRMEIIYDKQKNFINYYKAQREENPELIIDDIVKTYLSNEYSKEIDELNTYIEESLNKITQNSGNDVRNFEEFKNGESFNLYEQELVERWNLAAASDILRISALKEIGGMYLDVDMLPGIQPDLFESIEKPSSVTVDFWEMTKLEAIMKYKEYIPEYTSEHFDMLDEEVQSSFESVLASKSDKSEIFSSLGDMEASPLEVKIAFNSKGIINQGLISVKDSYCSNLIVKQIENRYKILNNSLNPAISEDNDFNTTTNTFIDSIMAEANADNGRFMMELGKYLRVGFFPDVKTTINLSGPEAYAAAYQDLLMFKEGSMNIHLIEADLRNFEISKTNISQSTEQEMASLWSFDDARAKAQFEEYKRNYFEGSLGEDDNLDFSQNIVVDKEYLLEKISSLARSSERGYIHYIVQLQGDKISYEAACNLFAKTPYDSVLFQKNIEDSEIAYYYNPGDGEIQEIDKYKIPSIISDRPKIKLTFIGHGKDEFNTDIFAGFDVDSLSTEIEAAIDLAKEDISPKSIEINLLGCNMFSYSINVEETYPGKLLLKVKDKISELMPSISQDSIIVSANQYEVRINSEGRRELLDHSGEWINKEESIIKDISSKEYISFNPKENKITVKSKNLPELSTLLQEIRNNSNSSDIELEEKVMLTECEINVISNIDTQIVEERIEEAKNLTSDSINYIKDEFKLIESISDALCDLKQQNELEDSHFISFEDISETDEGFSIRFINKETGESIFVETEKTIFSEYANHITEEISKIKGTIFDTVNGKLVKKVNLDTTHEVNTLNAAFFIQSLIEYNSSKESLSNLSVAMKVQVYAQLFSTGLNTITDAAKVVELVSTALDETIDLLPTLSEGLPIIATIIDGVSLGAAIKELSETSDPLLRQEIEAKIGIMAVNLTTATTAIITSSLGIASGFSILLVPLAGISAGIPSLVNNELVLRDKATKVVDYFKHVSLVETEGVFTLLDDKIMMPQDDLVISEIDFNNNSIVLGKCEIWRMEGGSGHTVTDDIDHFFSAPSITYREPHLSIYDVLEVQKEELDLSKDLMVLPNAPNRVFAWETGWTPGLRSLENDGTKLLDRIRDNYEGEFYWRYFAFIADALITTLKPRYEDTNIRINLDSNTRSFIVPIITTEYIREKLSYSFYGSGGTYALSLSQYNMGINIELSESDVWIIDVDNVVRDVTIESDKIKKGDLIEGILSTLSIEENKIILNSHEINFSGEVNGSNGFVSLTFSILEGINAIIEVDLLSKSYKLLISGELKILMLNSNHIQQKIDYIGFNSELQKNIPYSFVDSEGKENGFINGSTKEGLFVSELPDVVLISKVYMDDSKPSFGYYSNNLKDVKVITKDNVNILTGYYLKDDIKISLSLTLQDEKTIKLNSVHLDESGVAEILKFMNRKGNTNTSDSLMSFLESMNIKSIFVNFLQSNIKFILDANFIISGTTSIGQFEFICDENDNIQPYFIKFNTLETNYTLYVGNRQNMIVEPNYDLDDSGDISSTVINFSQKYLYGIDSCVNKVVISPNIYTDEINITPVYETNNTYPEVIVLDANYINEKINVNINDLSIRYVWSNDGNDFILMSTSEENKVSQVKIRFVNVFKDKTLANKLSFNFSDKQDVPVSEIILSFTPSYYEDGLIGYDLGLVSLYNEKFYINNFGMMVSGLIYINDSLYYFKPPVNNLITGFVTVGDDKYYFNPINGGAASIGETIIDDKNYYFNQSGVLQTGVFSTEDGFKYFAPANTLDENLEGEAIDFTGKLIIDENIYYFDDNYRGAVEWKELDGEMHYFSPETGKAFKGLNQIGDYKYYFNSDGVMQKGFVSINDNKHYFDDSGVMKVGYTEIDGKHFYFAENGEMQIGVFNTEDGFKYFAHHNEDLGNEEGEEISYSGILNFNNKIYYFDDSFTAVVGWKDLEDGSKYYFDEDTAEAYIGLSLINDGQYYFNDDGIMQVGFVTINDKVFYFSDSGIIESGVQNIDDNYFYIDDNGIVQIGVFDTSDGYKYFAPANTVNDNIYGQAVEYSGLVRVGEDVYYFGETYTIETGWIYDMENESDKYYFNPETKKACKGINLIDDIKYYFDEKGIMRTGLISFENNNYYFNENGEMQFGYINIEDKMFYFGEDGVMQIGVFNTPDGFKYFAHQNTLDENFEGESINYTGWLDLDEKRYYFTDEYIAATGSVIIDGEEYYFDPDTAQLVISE
# * marks the source's active call; other numbers are inactive results; & = joins results of further samples.
molecule | TcdB inh
O=C(C[C@@H]1CC[C@@H](NC(=O)CN2CCOCC2)[C@@H](CO)O1)NC1CCCCC1 | 0.6
CN(C)C(=O)c1cccc(-c2ccc(C3[C@@H]4CN(S(=O)(=O)c5ccccc5)C[C@H]3N4)cc2)c1 (some centres undefined) | 0.6&0.7
C[C@H](CO)N1C[C@H](C)[C@@H](CN(C)S(=O)(=O)c2cccs2)OCCCC[C@H](C)Oc2ccc(NC(=O)CCCN(C)C)cc2C1=O | 1.8
O=C(c1ccccc1)N1C[C@H]2[C@@H](c3ccccc31)[C@@H](CO)N2Cc1cocn1 | -0.2
CO[C@@H]1CC[C@@H]2CCOc3c(C#N)cccc3C(=O)N(C)CCCC(=O)N(C)C[C@@H]1O2 | -0.1
C[C@H](CO)N1C[C@H](C)[C@H](CN(C)Cc2ccccn2)Oc2ncc(C#C[C@@H](C)O)cc2C1=O | -1.3
O=C(C1CCC1)N1CC2(C1)[C@@H](c1ccccc1)[C@@H](CO)N2Cc1cncnc1 | -0.4
COc1ccc(S(=O)(=O)N(C)C[C@@H]2OCCCC[C@H](C)Oc3ccc(NS(=O)(=O)c4ccc(F)cc4)cc3C(=O)N([C@@H](C)CO)C[C@@H]2C)cc1 | 0.8
C[C@H]1CN([C@@H](C)CO)C(=O)c2cccc(NC(=O)Nc3ccc(C(F)(F)F)cc3)c2O[C@@H]1CN(C)C(=O)Nc1ccc(C(F)(F)F)cc1 | -0.2
C[C@H](CO)N1C[C@H](C)[C@@H](CN(C)C)Oc2ccc(NC(=O)Nc3ccc(F)cc3)cc2CC1=O | 0.2
COCC(=O)Nc1ccc2c(c1)[C@@H]1C[C@H](CC(=O)O)O[C@@H](CO)[C@@H]1O2 | -1.5
CO[C@H]1CN(C)C(=O)c2cc(NC(=O)C3CCCC3)ccc2OC[C@H](C)NC[C@H]1C | -1.1
C[C@H](CO)N1C[C@H](C)[C@H](CN(C)Cc2ccc(Oc3ccccc3)cc2)Oc2c(NC(=O)c3cnccn3)cccc2C1=O | 1.6
O=C(C[C@H]1CC[C@@H](NC(=O)Nc2ccccc2F)[C@H](CO)O1)NCc1ccc(-c2ccccc2)cc1 | 0.4
CC(C)NC(=O)Nc1ccc2c(c1)C(=O)N([C@H](C)CO)C[C@@H](C)[C@@H](CN(C)C(=O)Nc1cccc3ccccc13)O2 | 0.1

# Arranged by count of non-hydrogen atoms (low to high): some entries from above.
molecule | TcdB inh
O=C(c1ccccc1)N1C[C@H]2[C@@H](c3ccccc31)[C@@H](CO)N2Cc1cocn1 | -0.2
CO[C@H]1CN(C)C(=O)c2cc(NC(=O)C3CCCC3)ccc2OC[C@H](C)NC[C@H]1C | -1.1
C[C@H](CO)N1C[C@H](C)[C@H](CN(C)Cc2ccccn2)Oc2ncc(C#C[C@@H](C)O)cc2C1=O | -1.3

# Remaining list, next part.
molecule | TcdB inh
C[C@H]1CN([C@@H](C)CO)C(=O)Cc2cc(NC(=O)CCN3CCOCC3)ccc2O[C@@H]1CN(C)Cc1ccc(C(F)(F)F)cc1 | -0.6
CS(=O)(=O)Nc1ccc2c(c1)[C@@H]1C[C@@H](CC(=O)NCCc3ccccc3)O[C@@H](CO)[C@@H]1O2 | -0.2
CCC(=O)N1C[C@@H]2[C@H](c3ccccc31)[C@H](CO)N2Cc1ccccc1OC | -13
Cn1cnc(S(=O)(=O)N2C[C@H](O)COC[C@@H]3O[C@H](CC(=O)NCc4ccc(F)cc4)CC[C@H]32)c1 | 0.1
Cc1noc(C)c1S(=O)(=O)Nc1ccc2c(c1)C(=O)N([C@H](C)CO)C[C@H](C)[C@H](CN(C)C(=O)Nc1cccc3ccccc13)OCCCC[C@H](C)O2 | -0.3
Cc1noc(C)c1NC(=O)N(C)C[C@H]1OCCCC[C@@H](C)Oc2ccc(N(C)C)cc2C(=O)N([C@@H](C)CO)C[C@@H]1C | -13
Cc1noc(C)c1S(=O)(=O)N(C)C[C@H]1Oc2ccc(NC(=O)c3ccncc3)cc2CC(=O)N([C@H](C)CO)C[C@H]1C | 0.5
C/C=C/c1ccc([C@@H]2[C@H](CO)N(Cc3cncnc3)C23CN(C(=O)CC)C3)cc1 | 0.0
COc1cccc(-c2ccc3c(c2)[C@H]2[C@H](CCN2S(=O)(=O)c2cn(C)cn2)[C@@H](CO)N3)c1 | -0.6
O=C(C[C@@H]1CC[C@@H]2[C@H](COC[C@H](O)CN2Cc2ccc(F)cc2)O1)N1CCc2ccccc2C1 | 1.0
CCCNC(=O)N1C[C@H](C)[C@H](OC)CN(C)C(=O)c2cc(NC(C)=O)ccc2OC[C@@H]1C | 0.2
C[C@@H]1CCCCO[C@H](CN(C)Cc2ccc(C(=O)O)cc2)[C@H](C)CN([C@H](C)CO)C(=O)c2cc(NC(=O)c3ccccc3)ccc2O1 | -2.3
CC(C)NC(=O)N1CC(=O)N2[C@H](CO)[C@H](c3ccc(/C=C/c4ccccc4)cc3)[C@@H]2C1 | 0.6
O=C(Nc1ccc(Cl)c(Cl)c1)N[C@@H]1CC[C@@H](CCNC(=O)c2ccc(F)cc2)O[C@H]1CO | -1.7
CCNC(=O)C[C@H]1CC[C@@H]2[C@H](COC[C@H](O)CN2C(=O)Nc2ccc(Cl)c(Cl)c2)O1 | 0.7
C[C@H]1CN([C@@H](C)CO)C(=O)c2cc(C#CCN(C)C)cnc2O[C@@H]1CN(C)C(=O)c1cccc(F)c1 | 1.2
Cc1ccc(S(=O)(=O)N(C)C[C@@H]2Oc3ccc(NC(=O)Nc4ccc(F)cc4)cc3C(=O)N([C@H](C)CO)C[C@@H]2C)cc1 | 2.0
O=C(C[C@H]1C[C@H]2c3cc(NC(=O)C4CCOCC4)ccc3O[C@H]2[C@@H](CO)O1)NCc1ccc(Cl)cc1 | -1.7
CO[C@H](CN(C)C(=O)c1ccccc1F)[C@@H](C)CN([C@@H](C)CO)S(=O)(=O)c1ccccc1 | -5.5
CC(C)NC(=O)Nc1ccc2c(c1)C(=O)N([C@@H](C)CO)C[C@@H](C)[C@H](CN(C)C(=O)c1ccncc1)OCCCC[C@@H](C)O2 | -0.4
C[C@@H]1CN([C@@H](C)CO)C(=O)Cc2cc(NS(=O)(=O)c3ccccc3)ccc2O[C@@H]1CN(C)Cc1ccc(C(F)(F)F)cc1 | -1.1
COc1ccc(NC(=O)N(C)C[C@@H]2Oc3c(NC(=O)Nc4cccc5ccccc45)cccc3C(=O)N([C@H](C)CO)C[C@H]2C)cc1 | -0.1
COc1ccc(-c2ccccc2[C@H]2[C@@H](CO)N(C(=O)c3cccnc3)[C@H]2C#N)cc1 | 1.8
COc1ccccc1C#Cc1ccc2c(c1)[C@H]1[C@H](CCN1S(=O)(=O)c1ccccc1)[C@H](CO)N2 | -0.2
Cc1noc(C)c1NC(=O)N(C)C[C@@H]1Oc2c(NC(=O)c3cnccn3)cccc2C(=O)N([C@H](C)CO)C[C@@H]1C | -0.5
CCNC(=O)C[C@H]1CC[C@H]2[C@@H](COC[C@@H](O)CN2C(=O)Nc2ccc(C(F)(F)F)cc2)O1 | 0.4
C[C@@H]1CN([C@@H](C)CO)C(=O)c2cc(NC(=O)CCCN(C)C)ccc2O[C@@H](C)CCCCO[C@@H]1CN(C)Cc1ccc(C(F)(F)F)cc1 | -10
COCC#Cc1cnc2c(c1)C(=O)N([C@@H](C)CO)C[C@@H](C)[C@H](CN(C)C)O2 | -0.5
COc1ccccc1CN1C(=O)c2ccccc2[C@](Cc2ccccc2I)(C(=O)NCCN2CCOCC2)[C@@H]1c1ccc(CO)cc1 | -0.8
CN(C)C(=O)C[C@@H]1CC[C@H]2[C@@H](COC[C@@H](O)CN2C(=O)C2CC2)O1 | -0.3
COc1cccc(CN2CC3(CN(S(C)(=O)=O)C3)c3c(n(C)c4cc(OC)ccc34)[C@H]2CO)c1 | 0.8
C[C@@H]1CCCCO[C@@H](CN(C)Cc2ccc3c(c2)OCO3)[C@@H](C)CN([C@@H](C)CO)C(=O)c2cc(NS(=O)(=O)c3ccc(F)cc3)ccc2O1 | 0.5
O=C(C1CCC1)N1CC2(C1)[C@@H](c1ccccc1)[C@@H](CO)N2Cc1ccc(Cl)cc1 | 0.6
COCC(=O)N1CC(=O)N2[C@@H](CO)[C@@H](c3ccc(C#CC4CCCCC4)cc3)[C@@H]2C1 | -0.4
CO[C@@H]1CN(C)C(=O)c2cc(NC(=O)Nc3cccc(F)c3)ccc2OC[C@@H](C)N(C(=O)Nc2cccc(F)c2)C[C@H]1C | 1.8
C[C@H](CO)N1C[C@H](C)[C@@H](CN(C)S(C)(=O)=O)Oc2ccc(NC(=O)CCC(F)(F)F)cc2CC1=O | -1.8
CCCNC(=O)Nc1ccc2c(c1)C(=O)N(C)[C@@H]1CC[C@H](CC(=O)NCc3ccccc3)O[C@@H]1CO2 | -0.7
CCCN(C)C[C@@H]1OCCCC[C@@H](C)Oc2ccc(NC(=O)CCC(F)(F)F)cc2C(=O)N([C@H](C)CO)C[C@@H]1C | 0.6
COc1cccc(S(=O)(=O)N2CCCCN3[C@H](C2)[C@@H](c2ccc(-c4cncnc4)cc2)[C@@H]3CO)c1 | 0.4
C/C=C/c1cnc2c(c1)C(=O)N([C@H](C)CO)C[C@H](C)[C@H](CN(C)Cc1cccc(C(=O)O)c1)O2 | -0.9
CCCNC(=O)Nc1ccc2c(c1)C(=O)N(C)C[C@H](OC)[C@@H](C)CN(C)[C@@H](C)CO2 | -0.5
C[C@@H]1CN([C@H](C)CO)C(=O)c2cc(NS(C)(=O)=O)ccc2O[C@H]1CN(C)Cc1ccc2c(c1)OCO2 | -0.1
C[C@@H]1CCCCO[C@@H](CN(C)S(=O)(=O)c2ccccc2)[C@H](C)CN([C@H](C)CO)C(=O)c2cc(NC(=O)CCCN(C)C)ccc2O1 | 1.2
CS(=O)(=O)N1C[C@@H](O)COC[C@H]2O[C@@H](CC(=O)NCc3ccc(-c4ccccc4)cc3)CC[C@@H]21 | 0.8
C[C@H]1CN([C@@H](C)CO)C(=O)c2cc(NC(=O)NC3CCCCC3)ccc2O[C@@H]1CN(C)S(=O)(=O)c1ccccc1 | -0.8

# In the list so far, these have two or more sulfur atoms:
molecule | TcdB inh
C[C@H](CO)N1C[C@H](C)[C@@H](CN(C)S(=O)(=O)c2cccs2)OCCCC[C@H](C)Oc2ccc(NC(=O)CCCN(C)C)cc2C1=O | 1.8
COc1ccc(S(=O)(=O)N(C)C[C@@H]2OCCCC[C@H](C)Oc3ccc(NS(=O)(=O)c4ccc(F)cc4)cc3C(=O)N([C@@H](C)CO)C[C@@H]2C)cc1 | 0.8

# Other entries follow:
SMILES	TcdB inh
C[C@H](CO)N1C[C@H](C)[C@H](CN(C)Cc2ccccn2)Oc2ncc(C3=CCCC3)cc2C1=O	-0.3
CCNC(=O)C[C@H]1CC[C@@H]2[C@@H](COc3ccc(NC(=O)Nc4cccc(F)c4)cc3C(=O)N2C)O1	-0.3
COc1ccc(NC(=O)N(C)C[C@@H]2Oc3ccc(NC(=O)Nc4c(C)noc4C)cc3CC(=O)N([C@H](C)CO)C[C@H]2C)cc1	-1.1
CCCN1[C@@H]2c3cccc(=O)n3C[C@@H]2[C@@H](CO)[C@@H]1C(=O)N[C@@H](C)c1ccccc1	-0.5
N#Cc1cccc(-c2ccc(C3[C@@H]4CN(Cc5ccccc5F)C[C@H]3N4)cc2)c1 (some centres undefined)	-1.5&-2.3
C[C@@H]1CN([C@H](C)CO)C(=O)c2cccc(NS(=O)(=O)c3cn(C)cn3)c2O[C@H]1CN(C)Cc1ccc(C(F)(F)F)cc1	0.1
CCCN1C[C@H](C)[C@@H](OC)CN(C)C(=O)c2cc(NC(=O)c3ccc(F)cc3)ccc2OC[C@@H]1C	2.2
Cc1noc(C)c1S(=O)(=O)Nc1ccc2c(c1)CC(=O)N([C@H](C)CO)C[C@@H](C)[C@H](CN(C)S(=O)(=O)c1ccc(F)cc1)O2	0.7
CC(C)CC#Cc1cnc2c(c1)C(=O)N([C@@H](C)CO)C[C@@H](C)[C@H](CN(C)C(=O)Nc1ccccc1F)O2	-15
C[C@H](CO)N1C[C@H](C)[C@@H](CN(C)C(=O)Nc2ccc3c(c2)OCO3)Oc2ccc(NC(=O)Nc3ccc(C(F)(F)F)cc3)cc2CC1=O	-1.0
C[C@@H]1CN([C@@H](C)CO)S(=O)(=O)c2ccc(C3=CCCC3)cc2O[C@@H]1CN(C)C(=O)c1ccc(F)cc1	0.7
CCCNC(=O)N(C)C[C@@H]1Oc2ncc(C#C[C@H](C)O)cc2C(=O)N([C@@H](C)CO)C[C@H]1C	0.5
O=C(N[C@@H]1CC[C@H](CCn2cc(-c3ccccc3)nn2)O[C@H]1CO)c1cnccn1	-1.1
CN1C(=O)c2cc(NS(C)(=O)=O)ccc2OC[C@@H]2O[C@H](CC(=O)NCc3ccc(-c4ccccc4)cc3)CC[C@H]21	1.2
CO[C@H]1CN(C)C(=O)c2cc(NC(=O)NC3CCCC3)ccc2OC[C@H](C)NC[C@H]1C	0.2
COc1ccc(CN(C)C[C@@H]2Oc3ccc(N(C)C)cc3CC(=O)N([C@H](C)CO)C[C@H]2C)cc1	-5.9
CO[C@@H]1CN(C)C(=O)c2cc(NC(C)=O)ccc2OC[C@H](C)N(C(=O)c2ccccc2F)C[C@@H]1C	1.0
CNC(=O)C[C@@H]1CC[C@@H]2[C@@H](COc3ccc(NC(=O)c4ccccc4OC)cc3C(=O)N2C)O1	1.2
O=C(c1cccnc1)N1CC2(C1)[C@H](c1ccccc1)[C@@H](CO)N2C(=O)c1cccnc1	-0.8
C[C@H]1CCCCO[C@@H](CN(C)Cc2ccncc2)[C@@H](C)CN([C@@H](C)CO)C(=O)c2cc(NC(=O)NC3CCCCC3)ccc2O1	0.1
COc1ccc(S(=O)(=O)Nc2ccc3c(c2)CC(=O)N([C@H](C)CO)C[C@H](C)[C@H](CN(C)S(=O)(=O)c2ccc(C)cc2)O3)cc1	-1.2

# 2 compounds drawn at random from those above:
SMILES	TcdB inh
CO[C@@H]1CN(C)C(=O)c2cc(NC(C)=O)ccc2OC[C@H](C)N(C(=O)c2ccccc2F)C[C@@H]1C	1.0
O=C(c1cccnc1)N1CC2(C1)[C@H](c1ccccc1)[C@@H](CO)N2C(=O)c1cccnc1	-0.8

# An excerpt; count on the stated rates, not on these rows.
